# Screening results as filed in PubChem BioAssay.
# NPC1 promoter act: NPC1 promoter activation; AID 485313; Huh7 NPC1 promoter luciferase reporter, 24 h; hit rate 2.4% among 320,000; Potency, µM (titrated, usually from 9.22 µM), inactives show at the highest dose activation, actives largely listed as activators;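 note: potency is the fitted concentration of half-maximal effect; % of control where 0% means no effect; nearly all actives have a fitted effect of over 60% in size; reporter is driven by a mutant NPC1 promoter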
#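 NPC1 promoter–luciferase Huh7 cells; 24 h compound; luminescence.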
# Rab9 promoter act: activates the Rab9 promoter; AID 485297; Potency, µM (series often up to 9.22 µM), inactives show at the highest dose activation, negative = inhibition, usual class: activators; Huh7 Rab9 promoter-luciferase reporter, luminescence, 24 h; hit rate 2.8% among 320,000; note: potency is the fitted concentration of half-maximal effect; % of control where 0% means no effect; nearly all actives have a fitted effect of over 60% in size
#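 Stable Rab9-luc Huh7, 1500 cells/well, 2 h settle; cmpd in DMSO, 24 h, 37 °C/5% CO2; luciferase reagent 10 min RT; luminescence.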
# RORg inh: ROR gamma (mouse) transcription inhibition; Potency, µM (highest dose often 53.6 µM), without a hit: at the top dose activity change, negative = inhibition, actives largely listed as inhibitors; Drosophila S2 Gal4-RORgamma UAS-luciferase reporter, 20 h; AID 2551; hit rate 5.4% among 310,000; P51450; note: potency is the fitted concentration of half-maximal effect; % is set by controls: 0 for no effect and ±100 for the full control effect; nearly all actives have a fitted effect of over 60% in size
#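 Stably transfected Drosophila Schneider cells are the test system, with ROR gamma fused to Gal4 and luciferase under UAS control; luminescence is read after 20 hr of 700 uM copper sulfate induction at ambient temperature.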
# BRCA1 expr up: BRCA1 expression activation; Potency, µM (highest dose often 46.1 µM), for the others: top-dose activation, actives largely listed as activators; MCF7-BRCA1-FFLuc reporter, luminescence, 48 h; response scale: scaled: vehicle 0%, 10 µM genistein 100%; hit rate 1.1% among 380,000; note: potency is the fitted concentration of half-maximal effect; nearly all actives have a fitted effect of over 80% in size; some results filed as inactive show a strong effect at the top dose
#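 Luminescence from a BRCA1-driven firefly luciferase in MCF7 cells was the read-out, taken 15 min after substrate addition following 48 h compound exposure at 37 °C. Data were normalized to a 10 microM genistein control and DMSO vehicle.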
# p53 reactivator: restores transcriptional activity of mutant p53; H1299 p53-A138V BP100-luciferase reporter, luminescence, 24 h; AID 504706; hit rate 0.063% among 320,000; Potency, µM (top dose mostly 92.2 µM), for the others: at the highest dose activity change, positive = activation, hits mostly activators; note: potency is the fitted concentration of half-maximal effect; % of control where 0% means no effect; nearly all actives have a fitted effect of over 45% in size
#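 p53-null H1299 cells stably carrying temperature-sensitive p53-A138V and a BP100-luciferase reporter were pinned with compounds (4-point, 1:5 series) and held 24 hrs at 37 deg C. Luminescence was read 10 min after detection reagent.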
# PKM2 act: increases activity of human pyruvate kinase M2 | Potency, µM (doses to about 57.5 µM), for the others: top-dose activation, hits mostly activators | AID 1631 | purified PKM2, Kinase-Glo ATP luminescence, activation; response scale: 0% is enzyme alone, no compound | hit rate 0.34% among 260,000 | P14618; note: potency is the fitted concentration of half-maximal effect; % is set by controls: 0 for no effect and ±100 for the full control effect; nearly all actives have a fitted effect of over 55% in size
#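 hPK-M2, >95% pure; 0.1 mM ADP / 0.5 mM PEP final; imidazole pH7.2 buffer w/ 7 mM MgCl2, 50 mM KCl; 1 h RT; Kinase-Glo lum. Intermediate enzyme activity for dual inhibitor/activator qHTS.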
# Menin MLL FP TR: menin-MLL binding inhibition, Texas Red mutant peptide. O00255. Menin + Texas Red MLL mutant peptide, fluorescence polarization. Potency, µM (titrated, usually from 61.6 µM), inactives show at the top dose FP activity change, negative = inhibition, hits mostly inhibitors. hit rate 0.23% among 270,000. AID 1768; active = well fitted inhibition curve with a large enough effect in the polarisation, with a control signal flat, not every such curve was filed as active; inconclusive = small, poorly fitted or top-dose-only effect, or effect the other way, or a change in a side signal; inactive = no such curve, though single readings can be large or run the other way; the % refers to the polarisation; note: potency is the fitted concentration of half-maximal effect; % of control where 0% means no effect; many of its hits are not listed in these tables
# Target sequence (O00255 whole entry, looked up): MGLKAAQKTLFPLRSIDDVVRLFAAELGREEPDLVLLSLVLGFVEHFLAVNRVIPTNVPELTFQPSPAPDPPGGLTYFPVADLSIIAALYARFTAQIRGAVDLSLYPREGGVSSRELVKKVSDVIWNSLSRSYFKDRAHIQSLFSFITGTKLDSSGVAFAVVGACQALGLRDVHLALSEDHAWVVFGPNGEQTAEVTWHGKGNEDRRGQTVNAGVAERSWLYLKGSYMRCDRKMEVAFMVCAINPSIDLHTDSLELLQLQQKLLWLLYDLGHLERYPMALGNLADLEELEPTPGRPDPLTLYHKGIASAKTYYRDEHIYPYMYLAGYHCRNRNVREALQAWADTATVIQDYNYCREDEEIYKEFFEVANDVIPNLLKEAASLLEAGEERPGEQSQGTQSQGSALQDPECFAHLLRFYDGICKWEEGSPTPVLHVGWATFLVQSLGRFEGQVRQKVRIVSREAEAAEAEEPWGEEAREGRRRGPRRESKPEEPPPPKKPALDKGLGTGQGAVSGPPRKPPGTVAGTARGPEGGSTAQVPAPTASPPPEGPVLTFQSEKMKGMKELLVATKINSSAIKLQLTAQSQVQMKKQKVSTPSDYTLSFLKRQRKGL
# ELG1 genotox: genotoxicity induction in ELG1-luciferase HEK293T cells | HEK293T ELG1-luciferase reporter, luminescence, 16 h | Potency, µM (top dose mostly 46 µM), without a hit: at the highest dose activity change, positive = activation, usual class: activators | hit rate 1.3% among 330,000 | AID 504466; note: potency is the fitted concentration of half-maximal effect; % of control where 0% means no effect; nearly all actives have a fitted effect of over 60% in size
#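 HEK293T cells expressing luciferase-tagged ELG1 were treated with compound or DMSO for 16 hr at 37°C. Luciferase activity was then read after 30 min with ONE-Glo at room temperature; rising signal flags genetic stress.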
# Giardia killer: kills Giardia lamblia | activity change, % at 7.66 µM, hits read low | hit rate 0.15% among 340,000 | Giardia lamblia trophozoite viability | AID 540267; in the data active = activity change below about -80%; inconclusive = between about -30% and that limit;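 note: parasites exposed to compound for two days anaerobically before the ATP read; % is set by controls: 0 for no effect and ±100 for the full control effect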
#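 Giardia lamblia trophozoites (100 cells/well) were incubated with compounds for 48 h at 37 deg C under anaerobic conditions. Viability was read as ATP content by one-step luminescence after 15-30 min at room temperature.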
# Gal4-VP16 FLuc: Gal4-VP16 reporter inhibition counter-screen; hit rate 3.5% among 310,000; Drosophila S2 Gal4-VP16 UAS-luciferase, luminescence, 20 h; Potency, µM (doses to about 53.6 µM), for the others: at the highest dose activity, negative = inhibition, most hits filed as inhibitors;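 note: Gal4-VP16 expression switched on by copper sulfate through the metallothionein promoter; potency is the fitted concentration of half-maximal effect; % is set by controls: 0 for no effect and ±100 for the full control effect; nearly all actives have a fitted effect of over 50% in size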
# FLuc counter: counter-screen for miR-21 project: firefly luciferase inhibitors or activators. P08659. purified FLuc, Km substrates, luminescence inhibition. Potency, µM (doses to about 57.5 µM), without a hit: at the highest dose activity change, negative = inhibition, hits mostly inhibitors. hit rate 6.9% among 360,000. AID 588342;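 note: potency is the fitted concentration of half-maximal effect; plate controls were vehicle for no effect and reference inhibitor for full effect; nearly all actives have a fitted effect of over 55% in size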
#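 Purified P. pyralis luciferase, 10 nM final, with Km-level 10 uM D-luciferin and 10 uM ATP in 50 mM Tris acetate pH 7.5, 10 mM Mg acetate, 0.01% Tween-20, 0.05% BSA; 6-point qHTS titration about 60 µM downward; luminescence read.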
# An asterisk follows results filed as active; ? = inconclusive; · = not tested or not shown; & = joins results of further samples; [ ] = dose if it differs, or a comment. Unless noted, calls come from the whole dose curve; as a rule, active = well fitted curve in the direction sought with a large enough effect; inconclusive = small, poorly fitted or top-dose-only effect, or another doubt; inactive = no such curve, though single readings can be large; an effect the other way counts as inactive or inconclusive. Not all compounds are listed. The share of hits here may be higher or lower than overall.
SMILES	FLuc counter	Giardia killer	p53 reactivator	Rab9 promoter act	PKM2 act	BRCA1 expr up	ELG1 genotox	NPC1 promoter act	Gal4-VP16 FLuc	RORg inh	Menin MLL FP TR
COc1ccccc1Nc1nc(-c2c(C)nc3ncccn23)cs1	-13%	17	1%	-26%	10%	-69%	-2%	-22%	-1%	-34%	-21%
Cc1ccc2c(c1)N(C(=O)CCC(=O)NC1CCN(Cc3ccccc3)CC1)CC(C)O2 (configuration not stated)	9%	2	6%	-4%	3%	6%	-1%	0%	-3%	30%	-27%
CC1CC(C)CN(CC(C)(C)NS(=O)(=O)c2ccccc2)C1 (configuration not stated)	-2%	-17	-7%	-4%	-1%	11%	-5%	3%	-3%	11%	-6%
CCOc1ccc(CN(C)C(=O)c2cccnc2OCC)cc1OC	1%	-1	-2%	0%	-5%	-19%	-2%	0%	1%	22%	-1%
CCOc1ccc(C(=O)NC(=S)Nc2ccc(NC(=O)CC)cc2)cc1[N+](=O)[O-]	5%	-19	-10%	-5%	-3%	-10%	-2%	-3%	-7%	-32%	2%
CC(C)(C)NC(=O)C(c1ccc(F)cc1)N(CC1CCCO1)C(=O)CCC(=O)Nc1ccccn1 (configuration not stated)	1%	17	1%	-2%	3%	-3%	0%	0%	-3%	-10%	-18%
O=C(CN1CCN(c2ccc(Cl)cc2)CC1)Nc1ccc(F)cc1	1%	-8	2%	-4%	-13%	3%	3%	-3%	-9%	-17%	15%
Cc1[nH]c(C)c(S(=O)(=O)Nc2cccc(Cl)c2C)c1C(=O)N1CCCC1	1%	-19	-6%	-1%	·	-1%	-1%	-5%	10%	-1%	11%
O=C(Cc1ccccc1)NCC(=O)Nc1cc(Cl)ccc1Cl	-2%	-1	-9%	-2%	-2%	-10%	1%	-3%	3%	14%	2%
O=C(CN1CCN(CCOCCO)CC1)N1c2ccccc2Sc2ccc(Cl)cc21	0%	11	-2%	-4%	1%	-21%	2%	1%	-2%	-5%	-19%
CCCCN(CC)CCCNC(=O)Cn1nc(Cc2cccnc2)c2ccccc2c1=O	-3%	18	·	·	1%	-2%	·	·	-4%	3%	8%
CCc1cccc(C)c1N(C(=O)Cn1c(=O)[nH]c2ccccc21)C(C)COC (configuration not stated)	-1%	-16	-1%	-3%	-2%	-24%	2%	2%	?	0%	?
CCc1c(C)nc(SCC(=O)N2CCN(c3ccccc3OC)CC2)[nH]c1=O	-22%&-6%	-4	4%	0%	·	-23%	1%	-5%	-13%	4%	-11%
CCOC(=O)c1ccc(NC(=S)NC2CC(C)(C)NC(C)(C)C2)cc1	-3%	1	-8%	-2%	-18%	-69%	0%	6%	0%	-4%	32%[activator]
COc1ccc(OCC(=O)Nc2ccc(N3CCN(C(=O)c4ccccc4C)CC3)cc2)cc1	4%	23	-11%	-4%	6%	-51%	-12%	3%	-18%	28%	-7%
COc1ccc(Cl)cc1C(=O)O/N=C(\N)c1ccc(Cl)cc1	17µM*	10	25%	-3%	-1%	-74%	11%	1%	1%	18%	5%
O=C(Cc1ccccc1)Nc1nnc(-c2ccccc2)o1	1%	13	3%	-1%	-17%	-1%	-1%	-7%	3.5µM*	1.1µM*	-25%
Cn1c(=O)[nH]c(=O)c2c1nc(CN1CCN(c3cccc(Cl)c3)CC1)n2CCN1CCOCC1	-1%	-2	-1%	0%	2%	-12%	0%	1%	9%	17%	-6%
CCCNC(=O)c1ccc(N2CCC3(CC2)CC(c2ccccc2)=NO3)c(NC(=O)c2cccc(OC)c2)c1	0%	5	·	-2%	0%	10%	-7%	-2%	0%	0%	12%
C/C(=N\NC(=O)c1ccc(CN2CCOCC2)cc1)c1ccc([N+](=O)[O-])cc1	-2%	10	-10%	-2%	-17%	-2%	-5%	5%	-9%	20%	2%
CCCCCOc1ccc(C(=O)Nc2ccc(S(=O)(=O)Nc3cc(C)on3)cc2)cc1	5%	0	0%	0%	·	-19%	0%	-45%[inhibitor]	-13%	0%	-30%
O=C(NCc1ccc2c(c1)OCO2)C(=O)NCC1OCCN1S(=O)(=O)c1ccc(F)cc1 (configuration not stated)	1%	-2	2%	14%	-2%	-7%	-6%	-1%	4%	52%	·
Cc1ccc(SC(=O)COc2ccc(C)c(C)c2)cc1	?	-16	-4%	-1%	2%	4%	-3%	-3%	-2%	32%	7%
CCOc1ncccc1C(=O)N(C)CC(=O)Nc1ccccc1SC	7%	5	-5%	-1%	3%	-10%	2%	-2%	1%	-1%	9%
CC1(C)CC(=O)C(C=NCCc2ccc(S(N)(=O)=O)cc2)=C(O)C1	-3%	9	2%	-2%	-1%	4%	-5%	-1%	9%	2%	2%
CC1S/C(=C(\C#N)C(N)=O)N(c2ccc(F)cc2)C1=O (configuration not stated)	4%	?	-1%	-2%	-4%	0%	0%	11%	3%	-19%	1%
CSc1ccc(/C=C(\C#N)C(=O)Nc2cccc(C)c2)cc1	?	0	?	7%	0%	57%	16%	-2%	-6%	1%	-6%
CC(=O)c1cc2c(cc1NC(=O)CCc1ccccc1)OCO2	-12%	11	-4%	-6%	-5%	0%	12%	11%	21%	39%	-6%
Cc1c(C)c2cc(Cl)c(OCC(=O)N3CCN(c4ccc(F)cc4)CC3)cc2oc1=O	1%	-9	1%	-5%	·	-19%	2%	-3%	-1%	-22%	·
COc1ccc(N2C(=O)[C@@H]3[C@H](C2=O)[C@H]2c4ccccc4C=CN2[C@@H]3C(=O)Nc2ccccc2)cc1	?	-5	5%	6%	-2%	-38%	2%	9%	-3%	13%	?
CC(=O)c1ccc(N(C(=O)c2ccco2)C(C(=O)NC2CCCC2)c2ccc(N3CCOCC3)cc2)cc1 (configuration not stated)	1%	-11	12%	2%	2%	-2%	-1%	-1%	-7%	14%	-16%
CCN1CCN(c2c(Cl)cccc2NC(=O)c2ccc([N+](=O)[O-])cc2)CC1	1%	-1	-1%	-1%	1%	-17%	-3%	1%	-6%	-5%	2%
COC(=O)C1CCN(C(=O)C2CCN(C(=O)[C@@H](NS(=O)(=O)c3ccc(C)cc3)C(C)C)CC2)CC1	-2%	-2	6%	-4%	-3%	18%	-7%	2%	?	1.1µM*	-4%
CC(=O)Nc1ccc(S(=O)(=O)N(C)c2ccc(OCC(=O)OCC(=O)N3CCCCC3)cc2)cc1	-7%	21	5%	4%	14%	0%	0%	0%	-1%	-2%	17%
Cc1ccc(-n2c(SCC(=O)NC3CCS(=O)(=O)C3)nc3ccccc3c2=O)cc1 (configuration not stated)	-1%	-2	3%	5%	-7%	0%	1%	5%	-1%	27%	-7%
COc1cc(C(=O)NCc2ccco2)cc(OC)c1OC	1%	1	-3%	-10%	9%	-5%	8%	-4%	2%	-21%	8%
Cc1cc(C)cc(NC(=O)CSc2nc3[nH]ncc3c(=O)[nH]2)c1	-2%	5	13%	-10%	5%	-26%	17%	-9%	-15%	0%	0%
COC(=O)CN1C2=NCCCN2c2ccccc21	2%	5	3%	-7%	10%	-3%	-1%	2%	-11%	18%	?
COc1ccc(N2CCN(S(=O)(=O)c3cnc[nH]3)CC2)cc1	0%	2	4%	-1%	-12%	0%	-1%	5%	-6%	24%	·
CCN(CC)C1CCN(C(=O)c2ccc(OC3CCN(Cc4ccccn4)CC3)cc2)C1 (configuration not stated)	1%	-2	7%	0%	-6%	6%	0%	4%	-6%	-1%	2%
CN(C(=O)CSc1n[nH]c(-c2cccs2)n1)C1CCS(=O)(=O)C1 (configuration not stated)	-4%	9	3%	-2%	·	-5%	-6%	4%	·	·	·
CCCC1Cc2c(sc3nc(SC)nc(N)c23)CO1 (configuration not stated)	6%	-12	-1%	1%	0%	0%	1%	3%	3%	4%	0%
COc1ccc(C2OC(=O)CC2C(=O)NC2CCCCCC2)cc1OC (configuration not stated)	5%	3	8%	-6%	-23%	5%	3%	-7%	-1%	1%	8%
O=C(CCn1nnc2ccccc2c1=O)N[C@@H](Cc1c[nH]c2ccccc12)C(=O)O	5%	-17	3%	-9%	-2%	-16%	-2%	-3%	4%	6%	·
Cc1cccc(C)c1NC(=O)CNC(=O)CCCc1c[nH]c2ccccc12	-4%	-14	1%	8%	·	-26%	-11%	-1%	·	·	·
CCCCNC(=O)N(O)C1N(/N=C/c2cccnc2)C(=S)SC1(C)C (configuration not stated)	-1%	-8	3%	-3%	11%	-24%	-2%	-2%	11%	49%	·
